FLuc counter – firefly luciferase modulation, counter-screen for miR-21 project. P08659. purified FLuc, Km substrates, luminescence inhibition. Potency, µM (doses to about 57.5 µM), for inactives: at the top dose activity change, negative = inhibition, actives largely listed as inhibitors. 6.9% of 360,000 active. AID 588342; active = well fitted inhibition curve with a large enough effect; inconclusive = small, poorly fitted or top-dose-only effect;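 note: plate controls were vehicle for no effect and reference inhibitor for full effect; nearly all actives have a fitted effect of over 55% in size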
Target sequence (P08659 whole entry, looked up): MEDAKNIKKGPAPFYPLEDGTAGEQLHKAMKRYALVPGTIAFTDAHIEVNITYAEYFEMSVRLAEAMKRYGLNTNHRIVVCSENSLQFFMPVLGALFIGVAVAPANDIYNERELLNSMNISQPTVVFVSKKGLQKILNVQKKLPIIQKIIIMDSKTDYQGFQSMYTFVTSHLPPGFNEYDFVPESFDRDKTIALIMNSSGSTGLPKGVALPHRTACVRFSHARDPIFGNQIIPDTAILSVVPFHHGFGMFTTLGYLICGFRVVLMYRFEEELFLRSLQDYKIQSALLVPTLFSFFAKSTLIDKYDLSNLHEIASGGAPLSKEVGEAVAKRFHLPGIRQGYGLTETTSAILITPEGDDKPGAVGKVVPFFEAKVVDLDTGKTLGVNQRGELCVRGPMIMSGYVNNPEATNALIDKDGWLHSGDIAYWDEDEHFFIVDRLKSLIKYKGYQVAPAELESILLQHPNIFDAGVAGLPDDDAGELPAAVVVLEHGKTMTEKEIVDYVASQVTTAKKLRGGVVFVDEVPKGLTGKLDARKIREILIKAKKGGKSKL
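Purified P. pyralis luciferase (10nM final) with 10uM D-luciferin and 10uM ATP (Km levels) in 50mM Tris acetate pH 7.5, 10mM Mg acetate, 0.01% Tween-20, 0.05% BSA; qHTS 6-point titration, ~60 µM downward; luminescence read.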
* hit, by the source's call; ? = inconclusive. Potency is the fitted concentration of half-maximal effect. The list is partial; count on the stated rates, not on these rows.

CCN(CC)CCCNC(=O)c1ccc2c(c1)sc1nc(-c3ccc(C)cc3)cn12
  FLuc counter: -10%

Cc1ccc(-c2nsc(NC(=O)c3oc4cc(C)c(Cl)cc4c3C)n2)cc1
  FLuc counter: 4%

O=S(=O)(c1ccccc1)c1nc(-c2ccc(Cl)cc2Cl)oc1N1CCCCCC1
  FLuc counter: -1%

O=C(CN1N=C(c2ccc(Cl)cc2)CCC1=O)NCCc1ccc(Cl)cc1
  FLuc counter: -6%

Cc1ccc(NC(=O)CN2C(=O)CCn3nc(-c4cccn4C)cc32)cc1
  FLuc counter: 3%

Cc1cccc(-c2noc(CN(C3CCCCC3)S(=O)(=O)c3ccc(F)cc3)n2)c1
  FLuc counter: -9%

O=C(Nc1ccc(F)c(F)c1)c1cc(S(=O)(=O)N2CCc3ccccc32)ccc1F
  FLuc counter: -7%

Fc1ccccc1OCc1nc(-c2ccc(-n3cccc3)cc2)no1
  FLuc counter: -19%

CCCOc1ccc(NC(=O)CC2C(=O)N(c3ccc(C)cc3)C(=O)N2C(C)C)cc1 (stereo unspecified)
  FLuc counter: -2%

CC(C)(C)c1ccc(-c2nc(SCCCOc3ccccc3)n3[nH]c(=O)cc3n2)cc1
  FLuc counter: ?

O=C(Cn1ncc2c3ccccc3n(Cc3ccccc3F)c2c1=O)NCCc1ccc(Cl)cc1
  FLuc counter: -6%

O=C(Nc1ccccc1)c1ccc(Cl)c(S(=O)(=O)Nc2ccccc2)c1
  FLuc counter: ?

CCOC(=O)c1c(-c2ccccc2)csc1NC(=O)c1cc(=O)c2ccc(C)cc2o1
  FLuc counter: -1%

Cc1ccccc1CNC(=O)C(=O)NCC(c1ccco1)S(=O)(=O)c1ccccc1 (stereo unspecified)
  FLuc counter: 3%

COc1ccc(OC)c(CNS(=O)(=O)c2c(C(=O)N3CCCCCC3)c(C)n(C)c2C)c1
  FLuc counter: -1%

COc1cc(C2CC(=O)N(c3ccc(C)c(Cl)c3)C3=C2C(=O)OC3)cc(OC)c1OC (stereo unspecified)
  FLuc counter: -11%

CC(C)c1ccc(NC(=O)C2CCCN(S(=O)(=O)c3ccc(Br)s3)C2)cc1 (stereo unspecified)
  FLuc counter: 1%

CSc1cccc(Nc2nc3c(S(=O)(=O)c4ccccc4)nnn3c3ccc(Cl)cc23)c1
  FLuc counter: -3%

CC(=O)Nc1ccc(S(=O)(=O)N2CCC(n3c(C(F)(F)F)nc4cccnc43)CC2)cc1
  FLuc counter: 2%

Cc1ccc(NC(=O)C(=O)NCC(c2cccnc2)N2CCOCC2)cc1Cl (stereo unspecified)
  FLuc counter: -20%

CCOC(=O)c1ccc2ncc(C(=O)OCC)c(NCCc3ccc(OC)c(OC)c3)c2c1
  FLuc counter: 3%

COc1cccc(CNC(=O)CSc2n[nH]c(-c3ccccc3Cl)n2)c1
  FLuc counter: -3%

CC(C)CC(C(=O)NCc1ccc(F)cc1)N1Cc2ccccc2C1=O (stereo unspecified)
  FLuc counter: -2%

CNC(=O)C1CCC(Cn2c(=O)c3sccc3n(CC(=O)Nc3cc(C)cc(C)c3)c2=O)CC1 (stereo unspecified)
  FLuc counter: -2%

CN(Cc1ccccc1)C(=O)c1nc(-c2ccc(Cl)cc2)n2c1CCCCC2
  FLuc counter: -12%

CCOC(=O)c1cnn(-c2ccc(C(=O)Nc3ccc(OC(F)(F)F)cc3)cc2)c1N
  FLuc counter: 2%

O=C(NCCCN1CCN(c2ccc(F)cc2)CC1)c1ccc2nc(CCc3ccccc3)oc2c1
  FLuc counter: -2%

CCOc1ccc(/C=C/c2nc(C#N)c(N3CCN(c4ccccc4)CC3)o2)cc1
  FLuc counter: -1%

O=C(NCCc1ccc(F)cc1)C(=O)NCC(c1cccs1)S(=O)(=O)c1ccc(F)cc1 (stereo unspecified)
  FLuc counter: -9%

Cc1c(Cl)cccc1-n1ncc(C(=O)NC2CCCC2)c1C1CCN(C(=O)OC(C)(C)C)CC1
  FLuc counter: -1%

COc1ccc(CNC(=O)Cn2c(=O)c3cccn3c3ccccc32)cc1
  FLuc counter: -6%

O=C(CCC1CCCC1)N1CCc2c([nH]c3ccccc23)C1c1ccc(F)cc1 (stereo unspecified)
  FLuc counter: -2%

Cc1ccc(Cl)cc1NC(=O)CN1C(=O)COc2ccc(S(=O)(=O)N3CCCCCC3)cc21
  FLuc counter: 3%

CCc1ccc(OCC(=O)Nc2cc3oc4ccccc4c3cc2OC)c(Br)c1
  FLuc counter: -3%

CNS(=O)(=O)c1cn(CC(=O)N2CCN(c3ccc(Cl)cc3)CC2)cc1S(=O)(=O)NC
  FLuc counter: -1%

CCCN1C(C(=O)c2ccccc2)=C(OC(=O)COc2ccccc2)c2ccccc2S1(=O)=O
  FLuc counter: -16%

CCc1ccccc1NC(=O)CCCN1C(=O)COc2ccc(C)cc21
  FLuc counter: -11%

COc1ccc(OC)c(C2c3c(oc4ccc(C)cc4c3=O)C(=O)N2CCCN(C)C)c1 (stereo unspecified)
  FLuc counter: -4%

Cc1ccc(-n2c(=O)c3oc4ccccc4c3n(Cc3cccc(F)c3)c2=O)cc1C
  FLuc counter: -6%

CCc1ccc(CNC(=O)c2cnc3sc(N4CCCCCC4)nn3c2=O)cc1
  FLuc counter: -1%

CC(=O)c1ccc(NC(=O)CSc2nc(-c3ccccc3C)nc3c2c(=O)n(C)c(=O)n3C)cc1
  FLuc counter: 0%

CCN(C(=O)Cn1c(=O)n(CC2CCC(C(=O)NC)CC2)c(=O)c2sccc21)c1ccccc1 (stereo unspecified)
  FLuc counter: 0%

CCCN(CCC)CCCNC(=O)C1CCCN(Cc2nc(-c3ccc(Cl)cc3)oc2C)C1 (stereo unspecified)
  FLuc counter: -6%

O=C(Cn1c(-c2cccs2)cc2cc(Cl)ccc21)N1CCCCC1
  FLuc counter: -12%

Cc1c(C(=O)Nc2cccc(C(F)(F)F)c2)oc2ccc(S(=O)(=O)N3CCC4(CC3)OCCO4)cc12
  FLuc counter: -3%

Cc1ccccc1C1=CCN(c2ncc(NC(=O)c3ccc(Cl)cc3)cc2C(=O)O)CC1
  FLuc counter: ?

C=C(C)Cn1c(SCC(=O)c2ccc(OC)cc2)nc2sc3c(c2c1=O)CCCC3
  FLuc counter: -7%

CC(C(=O)NCc1ccccc1)n1ccc2cc(S(=O)(=O)N3CCCC3)ccc21 (stereo unspecified)
  FLuc counter: -9%

O=C(/C=C/c1ccccc1Cl)Nc1nc(-c2cccs2)ns1
  FLuc counter: ?

Cc1ccc(NC(=O)Cn2cc3c(n2)CCCC3)c(C)c1
  FLuc counter: 6%

(list continues)
canonical_smiles	FLuc counter
Cc1ccn2c(=O)cc(COc3ccc(NC(=O)C(C)(C)C)cc3)nc2c1	-1%
CC(=O)c1ccc(NC(=O)CSc2nnc(NC(=O)NC3CCCCC3)s2)cc1	0.48µM*
COc1cccc(NC(=O)c2oc3ccccc3c2NC(=O)C23CC4CC(CC(C4)C2)C3)c1	-5%
O=C(CCC1N=C2c3ccccc3N=C(SCc3ccc(F)cc3)N2C1=O)NCCc1ccccc1 (stereo unspecified)	2%
Cc1ccc(C(=O)c2c(N)c(C(=O)Nc3ccccc3Cl)c3ccccn23)cc1	1%
Cc1ccc(OCC(=O)Nc2ccc(C(=O)OCc3cc(=O)n4c(C)csc4n3)cc2)cc1	-6%
Cc1ccc(C)c(NC(=O)c2cnc(N3CCCC3)nc2C)c1	2%
CCN(CC)C(=O)Cn1cc(SCC(=O)Nc2ccccc2C)c2ccccc21	-8%

Brought forward from above: 2 compounds, followed by the next part.
canonical_smiles	FLuc counter
Cc1ccc(C)c(NC(=O)c2cnc(N3CCCC3)nc2C)c1	2%
CCN(CC)C(=O)Cn1cc(SCC(=O)Nc2ccccc2C)c2ccccc21	-8%
COc1ccc(C)cc1N(C)C(=O)c1sc2nc3n(c(=O)c2c1C)CCCCC3	?
O=C(NCc1ccccc1)c1c2c(nc3ccccc13)C(=O)N(C1CCCCC1)C2	0%
Cc1ccc(CNC(=O)c2cnc(N(C)C)nc2)cc1	-7%
CC(C)c1ccc(NC(=O)Cn2cc(S(=O)(=O)Cc3ccccc3Cl)c3ccccc32)cc1	-11%
CCOC(=O)c1c(C)[nH]c(CCC(=O)NC(C)c2ccccc2)c1C (stereo unspecified)	-2%
CC1CCCCN1C(=O)c1ccc2c(c1)N(Cc1cccc(Cl)c1)C(=O)c1ccccc1S2=O (stereo unspecified)	-4%
COc1ccc(CCCc2nnc(SCC(=O)Nc3cc(F)ccc3C)o2)cc1	?
Cc1oc(-c2ccc(C(=O)NCCc3ccc(Cl)cc3)cc2)nc1CSc1ccccc1	-1%

12 entries from above, sorted by number of heavy atoms, highest first.
canonical_smiles	FLuc counter
O=C(CCC1N=C2c3ccccc3N=C(SCc3ccc(F)cc3)N2C1=O)NCCc1ccccc1 (stereo unspecified)	2%
CC1CCCCN1C(=O)c1ccc2c(c1)N(Cc1cccc(Cl)c1)C(=O)c1ccccc1S2=O (stereo unspecified)	-4%
CC(C)c1ccc(NC(=O)Cn2cc(S(=O)(=O)Cc3ccccc3Cl)c3ccccc32)cc1	-11%
Cc1oc(-c2ccc(C(=O)NCCc3ccc(Cl)cc3)cc2)nc1CSc1ccccc1	-1%
O=C(NCc1ccccc1)c1c2c(nc3ccccc13)C(=O)N(C1CCCCC1)C2	0%
COc1ccc(C)cc1N(C)C(=O)c1sc2nc3n(c(=O)c2c1C)CCCCC3	?
Cc1ccn2c(=O)cc(COc3ccc(NC(=O)C(C)(C)C)cc3)nc2c1	-1%
CCOC(=O)c1c(C)[nH]c(CCC(=O)NC(C)c2ccccc2)c1C (stereo unspecified)	-2%
Cc1ccc(C)c(NC(=O)c2cnc(N3CCCC3)nc2C)c1	2%
O=C(/C=C/c1ccccc1Cl)Nc1nc(-c2cccs2)ns1	?
Cc1ccc(NC(=O)Cn2cc3c(n2)CCCC3)c(C)c1	6%
Cc1ccc(CNC(=O)c2cnc(N(C)C)nc2)cc1	-7%

Next section:
canonical_smiles	FLuc counter
Cc1nn(CCCC(=O)Nc2ccccc2C(F)(F)F)c(=O)c2nn(-c3ccccc3)c(C)c12	0%
COc1cc(NC(=O)CSc2nc(-c3ccc(C(C)C)cc3)no2)cc(OC)c1	2.7µM*
O=c1c2sc3ccccc3c2n(Cc2cccc(Cl)c2)c(=O)n1Cc1ccc(F)cc1	0%
Cc1cn(C)c(CC(=O)NCc2ccccc2Cl)c1C(=O)O	-17%
COc1ccc(NC(=O)Cn2c(=O)oc3cc(S(=O)(=O)N4CCCCCC4)ccc32)cc1OC	-15%
CCC(Sc1nc2c(sc3ccccc32)c(=O)n1CCCC(=O)NC1CCCC1)C(=O)Nc1cccc(OC)c1 (stereo unspecified)	1%
CC(C)c1ccc(NC(=O)CCNS(=O)(=O)c2ccc3c(c2)oc(=O)n3C)cc1	-1%
COc1cccc(CNC(=O)Cn2c(=O)nc(-c3ccccc3F)c3cc(Cl)ccc32)c1	0%
COc1ccc(N2CCN(CCCNC(=O)C3COc4ccccc4C3)CC2)cc1 (stereo unspecified)	-1%
CC(C)Oc1ccc(CNC(=O)Cn2c(-c3cccs3)cc3ccccc32)cc1	-1%
O=C(CSc1nc2ccccc2nc1Cc1ccc(Cl)cc1)N1CCCc2ccccc21	2%
CCOc1ccccc1NC(=O)c1cn(C2CCCC2)c(=O)c2c1c1ccccc1n2C	0%
COc1ccc(NC(=O)CC(C)S(=O)(=O)c2cc3c(cc2C)NC(=O)CO3)cc1OC (stereo unspecified)	-6%
Cc1ccccc1NC(=O)C1CCN(S(=O)(=O)c2c(C)noc2/C=C/c2ccco2)CC1	-2%
Cc1ccc(NC(=O)c2cc3nc(-c4ccccc4)cc(-c4ccccc4)n3n2)cc1	7%
CC(C)CCn1c(SCc2cccc(F)c2)nc2ccsc2c1=O	1%
Cc1cccc(C(=O)Nc2ccc3nc(SCC(=O)N4CCCC4)sc3c2)c1	?
Cc1ccccc1CN1c2ccccc2-c2nc(SCC(N)=O)ncc2S1(=O)=O	5%
Cc1cccc(CNC(=O)c2ccc(NC(=O)N3CCSc4ccccc43)cc2)c1	-1%
CCOC(=O)c1c(NC(=O)c2nc(S(C)(=O)=O)ncc2Cl)sc(C(C)=O)c1C	-19%
COc1cc(C2C(C(=O)Nc3ccccc3)=C(C)Nc3nc(SCC(=O)c4ccc(C)cc4)nn32)ccc1O (stereo unspecified)	5%
O=C(NCCCO)C(=O)NCC(c1ccc2c(c1)OCO2)N1CCOCC1 (stereo unspecified)	-5%
O=[N+]([O-])c1ccc(S(=O)(=O)N2CCn3cccc3C2c2ccc(Br)cc2)cc1 (stereo unspecified)	4%
Cc1ccc(C2=Nc3ccccc3N(CC(=O)NCc3ccc(F)cc3)C(=O)C2)cc1C	-14%
COc1c(C)cc(Br)cc1C(=O)Nc1ccc(-c2nc3ncccc3o2)cc1	-3%
CCc1nn(CC(=O)NC2CC2)c(=O)c2cc3ccccc3n12	6%
O=C(Cn1nc(N2CCN(c3ccccc3)CC2)ccc1=O)Nc1ccc(F)cc1F	1%
Cc1c(C(=O)Nc2ccccc2Br)oc2ccc(S(=O)(=O)N3CCCCC3)cc12	0%
O=C(COC(=O)C(Cc1c[nH]c2ccccc12)NC(=O)c1ccc(Cl)cc1)c1ccc(Cl)cc1 (stereo unspecified)	?
COc1ccc(-n2cc(C(=O)OCc3ccc(F)c(F)c3)c3ccccc3c2=O)cc1	-5%
Cc1cccc(OCC(=O)N(Cc2ccccc2)c2ccccn2)c1	-12%
CCC1CN(C(=O)Nc2cccc3c2CCCC3)c2cc(Cl)ccc2O1 (stereo unspecified)	-6%
O=C(Cc1cccc([N+](=O)[O-])c1)NCc1nc2cccnc2n1Cc1ccc(F)cc1	-7%
CCOC(=O)c1cnc2ccc(Cl)cc2c1Nc1ccc(N2CCOCC2)cc1	-16%
COc1ccc(NC(=O)c2c(NC(=O)COc3ccccc3)sc3c2CCC(C(C)(C)C)C3)cc1 (stereo unspecified)	-7%
Cc1ccc(CNC(=O)CSc2ccc(-c3sc(-c4ccccc4)nc3C)nn2)cc1	-4%
O=C(C1CCC(Cn2c(=O)c3sccc3n(Cc3cccc(F)c3)c2=O)CC1)N1CCCCC1 (stereo unspecified)	-12%
COc1cccc(CNC(=O)C2CCC(CNS(=O)(=O)c3cccs3)CC2)c1 (stereo unspecified)	-1%
Cc1cccc(-n2ncc3c(N4CCN(CCO)CC4)ncnc32)c1	?
